Source: PubChem
CCR6 antag: CCR6 (human) receptor antagonism; P51684; AID 493098; CHO-K1 CCR6 PathHunter beta-arrestin, luminescence, CCL20-stimulated; inhibition, % at 20 µM; 0.49% of 340,000 active;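 active = compounds whose inhibition of the agonist-driven luminescence signal at 20 µM reaches about 50%, limit read from the data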;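 also: cells stimulated with CCL20 at 14 nM final; plate controls were DMSO with CCL20 for no effect and DMSO without agonist for full effect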
Target sequence (P51684 whole entry, looked up): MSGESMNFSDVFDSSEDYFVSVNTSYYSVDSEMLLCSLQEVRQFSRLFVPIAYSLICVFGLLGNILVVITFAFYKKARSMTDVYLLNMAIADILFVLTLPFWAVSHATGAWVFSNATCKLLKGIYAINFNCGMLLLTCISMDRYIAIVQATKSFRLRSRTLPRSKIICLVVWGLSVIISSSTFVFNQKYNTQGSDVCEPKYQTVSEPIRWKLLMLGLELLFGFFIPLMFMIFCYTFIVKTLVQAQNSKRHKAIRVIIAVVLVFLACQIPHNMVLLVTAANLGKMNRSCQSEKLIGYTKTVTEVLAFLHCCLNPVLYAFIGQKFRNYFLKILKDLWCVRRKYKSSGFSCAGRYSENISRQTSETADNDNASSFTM
Gli-Sufu antag: blocks Gli-Sufu signaling in a luciferase reporter; 0.74% of 340,000 active; inhibition, % at 5 µM; Sufu-KO-LIGHT fibroblasts, Gli luciferase reporter luminescence;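 active = inhibition above about 55%, limit read from the data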;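 also: 0% = DMSO-treated cells and 100% = wells with medium but no cells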
697 NFkB inh: inhibitors of the PMA/ionomycin-induced NF-kB reporter in 697 B cells; 697 B-cell NF-kB luciferase reporter, 16 h; inhibition, % at 4 µM; 0.33% of 330,000 active; in the data active = inhibition above about 35%
EBI2 block: blocks human EBI2 receptor beta-arrestin signaling. inhibition, % at 5 µM. EBI2 beta-arrestin recruitment, luminescence, 7a,25-OHC stimulated. P32249. 0.81% of 360,000 active; in the data active = inhibition above about 38%;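 also: enzyme fragment complementation signal reports receptor beta-arrestin coupling in cells; 0% = agonist plus DMSO wells and 100% = wells without agonist; some results beyond the cut were filed as inactive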
Target sequence (P32249 whole entry, looked up, the tested form may be a part): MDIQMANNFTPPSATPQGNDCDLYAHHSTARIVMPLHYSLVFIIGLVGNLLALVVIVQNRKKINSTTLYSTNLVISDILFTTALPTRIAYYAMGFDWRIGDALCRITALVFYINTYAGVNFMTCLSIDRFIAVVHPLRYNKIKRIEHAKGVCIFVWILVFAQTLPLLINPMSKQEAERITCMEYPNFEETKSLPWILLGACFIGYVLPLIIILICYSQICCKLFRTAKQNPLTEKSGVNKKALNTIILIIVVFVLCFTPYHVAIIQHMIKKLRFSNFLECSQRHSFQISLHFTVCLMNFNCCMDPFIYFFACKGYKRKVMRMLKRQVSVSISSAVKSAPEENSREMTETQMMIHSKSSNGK
UBC13 polyUb: inhibitors of human UBC13 polyubiquitin chain formation. P61088. TR-FRET. inhibition, % at 20 µM. 0.47% of 330,000 active. AID 485273; in the data active = inhibition above about 45%, passing the limit was not always enough
Apaf-1 inh: blocks human Apaf-1 apoptosome activity. reconstituted apoptosome caspase-3 activity, DEVD-Rh110 fluorescence. inhibition, % at 20 µM. 0.71% of 330,000 active. AID 489030; active = inhibition of at least 40% at 20 µM;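 also: plate controls were DMSO wells for no effect and DEVD-CHO caspase inhibitor wells for full effect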
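detection = Rh110 fluorescence intensity | test system = biochemical Apaf-1 apoptosome reconstitution | also added = cytochrome c and DEVD-Rh110 substrate | schedule = 30 min plus 50 min, RT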
Jurkat NFkB inh: lowers PMA/ionomycin-induced NF-kB signal in Jurkat cells; 0.53% of 330,000 active; PMA/ionomycin-induced NF-kB luciferase reporter, luminescence; inhibition, % at 4 µM
SENP8 inh: inhibitors of human SENP8 protease | Q96LD8 | purified SENP8, Z-RLRGG-aminoluciferin cleavage, luminescence | inhibition, % at 10 µM | 1.2% of 330,000 active | AID 2540
Target sequence (Q96LD8 whole entry, looked up): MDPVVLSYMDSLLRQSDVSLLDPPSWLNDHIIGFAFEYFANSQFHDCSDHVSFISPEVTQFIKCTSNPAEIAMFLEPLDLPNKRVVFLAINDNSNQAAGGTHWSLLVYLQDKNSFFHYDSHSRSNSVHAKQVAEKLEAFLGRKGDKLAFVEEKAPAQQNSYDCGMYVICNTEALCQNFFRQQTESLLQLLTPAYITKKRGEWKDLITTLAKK
* hit, by the source's call; x = no result given. Rule as the data show it, unless noted: active = inhibition above about 50%; inactive = the rest. An excerpt, so the mix of outcomes need not match the whole.

SMILES | CCR6 antag | Gli-Sufu antag | 697 NFkB inh | EBI2 block | UBC13 polyUb | Apaf-1 inh | Jurkat NFkB inh | SENP8 inh
CN(C)C(=S)NC1CCS(=O)(=O)C1 (stereo unspecified) | -7 | -6 | 12 | -6 | 5 | 1 | 6 | 1
COc1ccc(CCNC(=O)CCc2cc(OC)c(OC)c(OC)c2)cc1 | -3 | 5 | -1 | -1 | -2 | -6 | -12 | -4
Nc1cc(=O)[nH]c(SCC(=O)Nc2ccccc2Sc2ccc(Cl)cc2)n1 | 3 | -2 | -51 | 14 | -4 | -3 | 10 | 4
CCc1nc(SCC(=O)N2CCCC2)c2c(=O)n(C)c(=O)n(C)c2n1 | 1 | -1 | -7 | -13 | -4 | 1 | 10 | 0
C#CCOCCOCCOCCNc1nc(N2CCN(C(=O)[C@H](CCC(=O)O)n3cc(C(N)Cc4ccc(O)cc4)nn3)CC2)nc(N2CCN(C(=O)[C@H](CCCCN)n3cc(C(N)[C@H](C)CC)nn3)CC2)n1 (stereo partly specified) | x | x | 18 | x | -7 | -2 | 6 | -15
COc1ccc(NC(=O)c2ccc(-c3ccc(C)c4ccccc34)o2)cc1 | -1 | -6 | -5 | -2 | -7 | 14 | -3 | 5
COc1ccc(N(CC(=O)N2CCc3ccccc3C2)S(=O)(=O)c2c(C)nn(C)c2C)cc1 | 10 | 4 | 9 | -9 | 0 | 8 | 3 | 6
O=C(CCC1CCCC1)NCc1cccs1 | 1 | -1 | -11 | -9 | 5 | 18 | -12 | 3
Cc1ccc(S(=O)(=O)Cn2nnnc2C(CC(C)C)N2CCN(c3ccc(F)cc3)CC2)cc1 (stereo unspecified) | -4 | -1 | 3 | 26 | 6 | 7 | -3 | 2
C/C(=N\Nc1ccccc1)c1cccc(N)c1 | 9 | -20 | -58 | 17 | -6 | -12 | -39 | 0
COc1ccc(C=NOCC(=O)OCC(=O)Nc2ccc(OC)cc2)cc1 | 1 | -3 | 21 | -6 | 2 | 1 | -6 | -11
CCN(CC)CCn1c2c(c(SCC(=O)Nc3cc(C)on3)nc1=O)CCCC2 | 10 | 7 | -1 | 4 | 5 | 0 | 17 | 2
Cc1ccc(NC(=O)c2ccc(OC(=O)COc3cccc(Cl)c3)cc2)cc1 | -3 | -86 | -98 | 0 | -1 | 2 | -70 | -2
CCOc1ccc2nc(SCC(=O)NC3CC3)sc2c1 | 6 | -5 | -6 | 7 | -2 | 1 | -30 | -9
Cc1ccc(C(=O)N/C(=C\c2ccc(-c3ccc(Br)cc3)o2)C(=O)NCCCN(C)C)cc1 | 70* | 17 | 2 | -16 | 72* | 18 | 8 | 2
CCC(=O)NN1CCc2cc3ccc(C)cc3nc21 | 4 | 29 | 2 | -7 | 4 | -1 | 7 | -1
CC(C)C12CN3CC(C(C)C)(CN(C1)C3c1ccc([N+](=O)[O-])o1)C2=O (stereo unspecified) | -4 | -2 | 14 | -7 | 10 | -4 | -12 | -3
Cc1cnn(C(=O)c2cc(-c3ccccn3)nc3ccc(Cl)cc23)c1 | 4 | -8 | 8 | -9 | -7 | 8 | -1 | -2
O=C(COC(=O)/C=C/c1ccc(Br)o1)Nc1ccc2[nH]c(=O)[nH]c2c1 | x | x | 6 | 2 | 3 | 1 | 2 | 5
CCOC(=O)c1ccc(NC(=O)CN2C(=O)CSC2=O)cc1 | 7 | 0 | -13 | -4 | 10 | -6 | 4 | 3
O=C(CCCN1C(=O)/C(=C\c2ccccc2)SC1=S)Nc1ccc(O)cc1C(=O)O | 4 | -2 | -27 | -9 | -26 | 16 | 2 | 0
CCCS(=O)(=O)Nc1cccc(-c2ccc3nnc(C)n3n2)c1 | 9 | 17 | 39* | -3 | 1 | -16 | 9 | -2
O=C(CNC(=O)COc1ccccc1)NCc1cccnc1 | 7 | 5 | 0 | -6 | 0 | 4 | 20 | 3
COc1ccc(C(=O)N/C(=C\c2ccc([N+](=O)[O-])cc2)C(=O)NC(CCSC)C(=O)O)cc1 (stereo unspecified) | 18 | 6 | 2 | -4 | -10 | 9 | 4 | 1
FC(F)(F)c1nc(N2CCN(c3ccccc3)CC2)nc2c1CCCCC2 | 6 | 0 | 4 | 8 | 0 | 6 | -10 | 4
CCn1c(SCC(=O)Nc2cccc(OC)c2)nc2ccccc2c1=O | 8 | 2 | -11 | 5 | 12 | 12 | 7 | -5
O=C(CCCCCn1c(=S)[nH]c2ccc(N3CCOCC3)cc2c1=O)NCCc1ccccc1 | -6 | 34 | -13 | 15 | 35 | -15 | -2 | -4
Cc1ccc(-c2nn3c(-c4ccco4)nnc3c3ccccc23)cc1S(=O)(=O)NCC1CCCO1 (stereo unspecified) | 51* | 29 | 13 | 17 | 14 | 66* | 9 | 7
C/C(Cn1cnc([N+](=O)[O-])n1)=N/NC(=O)COc1ccccc1Cl | -6 | -5 | 6 | -6 | -11 | -2 | 3 | 1
Cc1c(C(=O)NC(C)C)c(-c2ccccc2)nn1-c1ccccc1 | -2 | -4 | 17 | -4 | 8 | 0 | 0 | -9

Three of the entries above in order of the EBI2 block value, largest number first:
SMILES | EBI2 block
CCCS(=O)(=O)Nc1cccc(-c2ccc3nnc(C)n3n2)c1 | -3
C/C(Cn1cnc([N+](=O)[O-])n1)=N/NC(=O)COc1ccccc1Cl | -6
CC(C)C12CN3CC(C(C)C)(CN(C1)C3c1ccc([N+](=O)[O-])o1)C2=O (stereo unspecified) | -7

The list goes on:
SMILES | CCR6 antag | Gli-Sufu antag | 697 NFkB inh | EBI2 block | UBC13 polyUb | Apaf-1 inh | Jurkat NFkB inh | SENP8 inh
CN(C)C(=O)c1ccc(-c2nnc(NCc3ccccc3)c3ccccc23)cc1 | 11 | 12 | -35 | -15 | 1 | 3 | 6 | 0
CC1C(=O)NC(=O)C1c1ccccc1 (stereo unspecified) | 3 | 8 | 8 | -8 | 3 | 0 | 16 | -11
Cc1nc(-c2ccc(NC(=O)Cc3ccccc3)cc2)cs1 | 8 | -28 | -29 | 6 | 3 | 3 | -57 | 1
CC(C)(CO)CNC(=O)CCc1nnc(-c2ccc(-c3ccccc3)cc2)o1 | -7 | 1 | -6 | -11 | -6 | 3 | -17 | -8
O=C(CN1C(=O)C(=O)N(C2CCCC2)C1=O)NCCc1ccc(F)cc1 | -2 | 2 | 11 | -1 | 2 | -7 | -9 | 2
Cc1ccccc1Nc1nnc(SCC(=O)Nc2ccccc2[N+](=O)[O-])s1 | -6 | -7 | -33 | 0 | -17 | 1 | -21 | -1
Cc1[nH]c(=O)[nH]c(=O)c1S(=O)(=O)Nc1ccc(Cl)c([N+](=O)[O-])c1 | 10 | 9 | 24 | 0 | -2 | 0 | 2 | 6
COc1ccc(/C=C/C(=O)NCCc2ccc(OC)c(OC)c2)cc1 | -19 | -2 | -1 | 11 | 5 | 1 | -12 | 0
Cc1noc(C)c1NC(=O)NCCN1CCN(Cc2ccccc2)CC1 | 6 | 9 | -8 | -5 | -10 | 6 | 0 | -10
COc1ccc(/C(O)=C2/C(=O)C(=O)N(c3nc(C)c(C)s3)C2c2ccco2)cc1 (stereo unspecified) | 1 | -7 | 14 | 9 | -4 | 7 | 7 | 8
CCCN(CCC)S(=O)(=O)c1ccc(Cl)c(OC)c1 | 2 | 9 | -32 | 15 | 9 | 13 | -18 | 8
Nc1nccnc1C(=O)OCC(=O)Nc1ccc2[nH]c(=O)[nH]c2c1 | -2 | -8 | 11 | -7 | -3 | -25 | 7 | 9
COc1ccc(C)cc1S(=O)(=O)N1CCN(C(=O)c2ncoc2-c2ccc(F)cc2)CC1 | 10 | -28 | 5 | -10 | -1 | 12 | 13 | -13
CCN(CC)S(=O)(=O)c1ccc(NC(=O)c2ccccc2N(C)S(C)(=O)=O)cc1 | -12 | 3 | 16 | -6 | 6 | 5 | 5 | 0
CCc1ccc(N(CC(=O)NCc2ccco2)C(=O)CCC(=O)Nc2ccccn2)cc1 | 16 | -11 | -4 | -1 | 1 | 7 | -13 | -7
O=C(N/N=C/c1ccco1)C1CC1(c1ccccc1)c1ccccc1 (stereo unspecified) | 5 | -15 | 13 | 4 | -3 | 20 | 20 | -2
COc1ccc(CC(=O)Nc2cccc(S(=O)(=O)N3CCCCC3)c2)cc1 | 14 | 9 | -4 | 6 | 9 | -1 | 1 | -7
C/C=C/C(=O)OCC(=O)Nc1ccc(OC)c(OC)c1 | -6 | 1 | 17 | -5 | -5 | 0 | -1 | 2
O=C(c1cc([N+](=O)[O-])cc([N+](=O)[O-])c1)N(Cc1nnc(-c2ccccc2Cl)o1)C1CC1 | -3 | x | 8 | -7 | -11 | 17 | -10 | 5
COCCn1cnc2c1c(=O)n(CC(=O)Nc1cc(C)on1)c(=O)n2Cc1ccccc1 | -6 | 1 | -16 | -2 | -7 | 15 | -10 | -1
COc1ccccc1N1CCN(CCCNC(=O)Cn2ncc3c([nH]c4ccccc43)c2=O)CC1 | 14 | 53 | -26 | -13 | -4 | 11 | 1 | -13
CC(C)(C)c1ccc(/C=C(\C#N)C(=O)Nc2ccccn2)cc1 | -2 | 5 | 20 | 5 | 10 | -186 | 12 | -6
Cc1ccc(/C=N/NC(=O)c2c(-c3ccccc3)noc2C)o1 | 4 | -3 | 5 | -4 | 0 | -6 | 8 | -1
O=C(CS(=O)(=O)c1cn(Cc2ccc(Cl)cc2)c2ccccc12)N1CCOCC1 | 15 | 2 | -12 | -1 | -10 | 15 | 2 | -12
CN(CC(=O)Nc1ccc(S(=O)(=O)N2CCCC2)cc1)Cc1ccc(Cl)cc1Cl | 31 | 3 | -15 | 3 | -1 | 36 | 4 | -3
CC(C)NC(=S)N/N=C/c1ccc(C(C)(C)C)cc1 | 21 | -9 | -39 | 21 | -7 | 15 | -31 | -9
O=C(CC1S/C(=N/N=C/C=C/c2ccccc2)NC1=O)Nc1ccc(Cl)c(Cl)c1 (stereo unspecified) | 16 | -7 | -6 | -5 | -30 | 10 | 2 | -2
CCCCn1c(=O)n(CC(O)c2ccccc2)c(=O)c2c1ncn2C1CCCC1 (stereo unspecified) | 11 | 8 | 14 | -1 | 6 | 13 | 0 | 9
COc1ccnc(-n2cccc2C=O)c1C#N | -1 | 3 | 7 | 1 | 0 | 0 | 11 | -1
O=C(NCc1ccco1)c1nc2c(nnn2Cc2cccc(Cl)c2)c(=O)[nH]1 | 17 | -1 | 2 | -13 | -4 | -17 | 8 | -1
O=C(Nc1nc2ccsc2c(=O)s1)c1ccco1 | -5 | 13 | -12 | -4 | -3 | -136 | -1 | 53*
CCn1c(SCc2nc(-c3cccs3)no2)nnc1-c1c[nH]c2ccccc12 | -18 | 0 | 4 | -9 | 5 | 15 | -14 | -12
O=C(CC(NC(=O)c1ccccc1)c1ccccc1)Nc1ccc(F)c(F)c1 (stereo unspecified) | 10 | 19 | 2 | 0 | -5 | 17 | -23 | -5
COc1ccc(CCNC(=S)N2CCN(S(=O)(=O)c3cccc(F)c3)CC2)cc1 | 12 | -3 | -2 | 28 | 4 | 6 | 10 | -1
COc1ccc(N2CCN(C(=O)COC(=O)Cc3cccc(OC)c3)CC2)cc1 | -3 | -9 | 5 | -6 | 2 | 0 | 7 | -7
Cc1ccc(-c2ccccc2NC(=O)CS(=O)CC(=O)Nc2ccc(C)c(Cl)c2)o1 (stereo unspecified) | -5 | 1 | 20 | 17 | 28 | 14 | 9 | 8
CCOc1cc(CNc2ncnc3nc[nH]c23)ccc1OC | 6 | -8 | -2 | -6 | 3 | 1 | 9 | 6

Pulled one by one from the entries so far, 6 records:
SMILES | CCR6 antag | Gli-Sufu antag | 697 NFkB inh | EBI2 block | UBC13 polyUb | Apaf-1 inh | Jurkat NFkB inh | SENP8 inh
O=C(CC(NC(=O)c1ccccc1)c1ccccc1)Nc1ccc(F)c(F)c1 (stereo unspecified) | 10 | 19 | 2 | 0 | -5 | 17 | -23 | -5
COc1ccc(CCNC(=S)N2CCN(S(=O)(=O)c3cccc(F)c3)CC2)cc1 | 12 | -3 | -2 | 28 | 4 | 6 | 10 | -1
CCOc1cc(CNc2ncnc3nc[nH]c23)ccc1OC | 6 | -8 | -2 | -6 | 3 | 1 | 9 | 6
COc1ccc(N2CCN(C(=O)COC(=O)Cc3cccc(OC)c3)CC2)cc1 | -3 | -9 | 5 | -6 | 2 | 0 | 7 | -7
Cc1ccc(-c2ccccc2NC(=O)CS(=O)CC(=O)Nc2ccc(C)c(Cl)c2)o1 (stereo unspecified) | -5 | 1 | 20 | 17 | 28 | 14 | 9 | 8
O=C(Nc1nc2ccsc2c(=O)s1)c1ccco1 | -5 | 13 | -12 | -4 | -3 | -136 | -1 | 53*
